MPTP inh – blocks calcium-induced mitochondrial swelling; inhibition, % at 10 µM; AID 602449; isolated mouse mitochondria, Ca2+ swelling absorbance, 30 min; actives 1.4% (n = 360,000);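 active = inhibition of 50% or more, scaled per plate between neutral and stimulator controls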;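 note: 0% = DMSO wells given calcium and 100% = 1 mM EGTA wells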
PfGluPho inh – PfG6PD (Plasmodium falciparum) enzyme inhibition | inhibition, % at 20 µM | PfGluPho enzyme, NADPH resazurin-diaphorase fluorescence | AID 504690 | actives 0.78% (n = 350,000);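 active = inhibition reaching at least a set limit at 20 µM in the primary screen, cut at about 59% in these data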;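 note: 0% = DMSO wells with substrate and 100% = DMSO wells lacking glucose-6-phosphate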
ATG4B inhibitor – ATG4B (human) cysteine protease inhibition; ATG4B cleavage of LC3-PLA2, NBD-HPC fluorescence, 1 h; actives 0.51% (n = 340,000); inhibition, % at 8.33 µM; Q9Y4P1; in the data active = inhibition above about 40%
HKDC1 inh – HKDC1 (human) hexokinase inhibition; Q2TB90; recombinant HKDC1, G6PDH/diaphorase resazurin coupled fluorescence; inhibition, % at 20 µM; actives 0.16% (n = 340,000);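 active = inhibition above about 35% when tested at 20 µM, limit read from the data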;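 note: plate controls were DMSO wells with enzyme for no effect and DMSO wells lacking enzyme for full effect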
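Assay system: in-house recombinant HK5 (HKDC1) enzyme. Input: HKDC1 at 5 µg/mL. Medium: Tris pH 8.0 buffer with MgCl2, Tween-20, BSA, BME. Dosing: single 20 µM dose. Schedule: 90 min reaction incubation at room temperature, dark. Signal: resazurin-to-resorufin fluorescence via G6PDH and diaphorase coupling, 525/613 nm. Controls: DMSO-enzyme wells negative, buffer-substituted wells positive.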
SENP6 inh – SENP6 protease inhibition | Recombinant SENP6 catalytic domain, aminoluciferin luminescence | inhibition, % at 10 µM | actives 1.8% (n = 330,000) | AID 2599;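 active = inhibition above about 50% at the single tested dose, limit read from the data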;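 note: plate controls were DMSO wells with enzyme for no effect and DMSO wells lacking enzyme for full effect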
Target sequence (Q9GZR1 628-1112 limits assumed): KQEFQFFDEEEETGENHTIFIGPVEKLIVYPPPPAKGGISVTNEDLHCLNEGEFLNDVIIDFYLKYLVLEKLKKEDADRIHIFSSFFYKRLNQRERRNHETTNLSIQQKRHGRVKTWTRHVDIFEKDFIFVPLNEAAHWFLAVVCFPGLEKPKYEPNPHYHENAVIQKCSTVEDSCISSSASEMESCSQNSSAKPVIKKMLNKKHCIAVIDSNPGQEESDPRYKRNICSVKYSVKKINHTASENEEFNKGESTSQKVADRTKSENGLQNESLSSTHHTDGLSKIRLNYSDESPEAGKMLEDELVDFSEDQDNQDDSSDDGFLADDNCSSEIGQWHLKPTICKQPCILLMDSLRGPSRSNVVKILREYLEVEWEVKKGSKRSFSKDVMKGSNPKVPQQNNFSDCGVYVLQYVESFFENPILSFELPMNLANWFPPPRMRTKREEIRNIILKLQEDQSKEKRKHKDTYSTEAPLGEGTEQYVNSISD
NR3A LBD binder – modulators (binders) of human NR3A ligand-binding domain. Tm shift relative to glycine control, % at 25 µM. AID 1259313. actives 2.5% (n = 340,000). NR3A LBD differential scanning fluorimetry, Tm shift; 0% = protein alone, 100% = glycine-bound protein;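 active = melting temperature shift of at least 10% of the positive control shift, at one fixed dose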
SENP8 block – SENP8 (human) protease inhibition; Q96LD8; recombinant SENP8, Nedd8 substrate fluorescence; inhibition, % at 20 µM; actives 0.64% (n = 360,000); AID 602440; in the data active = inhibition mostly above about 40%, no sharp cut-off; inactive = mostly below about 27%
Target sequence (Q96LD8 whole entry, looked up): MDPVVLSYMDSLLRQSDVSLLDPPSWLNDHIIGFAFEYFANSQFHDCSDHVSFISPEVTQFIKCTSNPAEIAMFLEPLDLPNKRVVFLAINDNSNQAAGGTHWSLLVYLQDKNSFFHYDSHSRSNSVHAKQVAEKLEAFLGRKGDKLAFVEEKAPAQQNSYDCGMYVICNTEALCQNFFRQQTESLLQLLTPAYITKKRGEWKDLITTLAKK
SENP7 block – blocks the human protease SENP7; Q9BQF6; recombinant SENP7, Z-RLRGG-aminoluciferin luminescence, 40 min; inhibition, % at 5 µM; actives 1.5% (n = 330,000); AID 434973;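 active = inhibition above about 50% at the single test dose, limit read from the data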;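 note: plate controls were DMSO with enzyme for no effect and no enzyme buffer wells for full effect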
Target sequence (Q9BQF6 706-1050 limits assumed): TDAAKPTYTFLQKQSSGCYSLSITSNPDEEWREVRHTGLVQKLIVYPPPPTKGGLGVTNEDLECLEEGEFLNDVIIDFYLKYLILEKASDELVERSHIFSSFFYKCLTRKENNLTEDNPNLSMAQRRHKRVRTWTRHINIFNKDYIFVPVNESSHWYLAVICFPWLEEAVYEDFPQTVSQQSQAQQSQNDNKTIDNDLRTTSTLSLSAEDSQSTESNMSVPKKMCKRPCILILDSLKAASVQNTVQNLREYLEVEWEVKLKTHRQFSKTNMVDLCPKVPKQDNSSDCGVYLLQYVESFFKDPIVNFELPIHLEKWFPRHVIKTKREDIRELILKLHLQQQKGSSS
Starred values were filed as active, the others as inactive; i = inactive; x = no result given.

SMILES	MPTP inh	PfGluPho inh	ATG4B inhibitor	HKDC1 inh	SENP6 inh	NR3A LBD binder	SENP8 block	SENP7 block
CC(=O)Nc1ccc(S(=O)(=O)N2CCC(C(=O)NCCc3ccc(Cl)cc3)CC2)cc1	-0.7	6.0	-10.8	6.0	16.7	-0.2	11.7	6.8
COc1ccc(S(=O)(=O)Nc2c(C(=O)O)[nH]c3ccccc23)cc1OC	2.7	-10.5	2.5	-3.5	-32.8	-11.4	-36.9	-8.5
COCCn1c(C23CC4CC(CC(C4)C2)C3)n[nH]c1=S	1.9	39.0	0.6	5.5	4.8	0.0	6.5	-0.7
COc1cccc(C(=O)NNC(=O)Cc2cccs2)c1	-1.1	-0.7	-7.0	-4.2	-15.1	0.9	6.8	11.1
CCC(C(=O)Nc1cc(Cl)ccc1OC)c1ccccc1 (centres undefined)	0.9	6.5	-4.3	3.5	4.3	-2.6	16.8	-1.3
COc1ccc2c(-c3ccc(SC)cc3)c(-c3ccc(S(C)(=O)=O)cc3)sc2c1	3.1	2.3	-3.0	4.0	-15.9	-1.4	i	7.0
CCCn1cnc2c(N)c(C)c(C)cc21	-0.4	31.1	-1.4	-6.5	-3.7	-0.1	3.0	-1.2
COc1ccc(C(NC(=O)N2CC(C)OC(C)C2)C(Cl)(Cl)Cl)cc1F (centres undefined)	-0.4	-5.5	-8.8	7.1	14.4	0.7	3.9	4.9
COc1ccc(S(=O)(=O)N2CCOCC2)c2ccccc12	0.4	-19.4	-0.5	6.0	-12.9	-1.6	-2.3	-9.2
COc1ccc(-n2c(C)nnc2SCC(=O)Nc2ccccc2F)cc1	-0.3	29.2	-1.8	-6.7	-5.6	-0.9	4.0	-1.0
Clc1ccc(SCCN2CCNCC2)cc1	-1.6	-10.0	4.0	4.4	13.5	-0.3	6.2	0.2
Cc1cc(C)c(NC(=O)CSc2ccc3nnc(CCNC(=O)c4ccccc4)n3n2)c(C)c1	-0.3	-12.7	-2.3	10.7	0.3	-4.4	-4.1	-6.4
Cc1cc(=O)oc2cc(OCC(=O)NCCCN3CCOCC3)ccc12	-1.6	1.4	-7.1	-5.6	1.8	-6.6	-137.0	5.2
Nc1cc(=O)[nH]c(SCCSc2ccc(F)cc2)n1	1.7	-17.5	-6.5	-0.3	0.1	-3.1	11.1	-7.8
CCCn1c(SCC(=O)c2c(N)n(C3CC3)c(=O)[nH]c2=O)nc2cc(S(N)(=O)=O)ccc21	1.4	9.9	2.6	2.1	-13.6	-0.3	7.1	-0.7
O=C(c1ccc(=O)[nH]c1)N1CCN(S(=O)(=O)c2ccc(Cl)cc2)CC1	2.0	3.1	4.4	3.0	-15.1	-1.3	14.4	2.1
CN(C)/C=N/c1ncc(C(=O)c2ccc3ccccc3c2)s1	2.5	16.8	-5.2	20.6	-2.1	0.1	-286.7	5.3
O=c1[nH]cc(S(=O)(=O)N2CCOCC2)c(=O)[nH]1	-0.7	6.5	8.6	0.1	-15.7	-0.4	8.8	11.9
O=c1c2ccccc2ccc2ccc(P(=O)(O)O)cc12	0.8	-3.1	-2.9	-5.9	2.0	1.1	-225.7	0.3
CCOC(=O)C(=Cc1ccc(-c2ccsc2C(=O)OC)o1)C(=O)OCC	-0.1	1.0	1.3	13.2	-4.4	4.5	-275.8	-3.5
COc1cccc(NC(=O)C(=S)NC2CCCCC2)c1	-0.8	22.3	20.6	2.5	-25.9	0.9	19.4	51.5*
O=C(CCN1C(=O)COc2ccccc21)NCc1ccco1	-1.7	0.8	-8.0	-5.0	-4.8	-1.1	4.7	2.2
COc1ccc(C(=O)N/C(=C\c2cn(C)c3ccccc23)C(=O)NCCCN2CCOCC2)cc1	-1.3	1.8	-5.3	-3.4	12.7	0.0	-23.9	14.9
O=C(NCc1ccc2c(c1)OCO2)C1COc2ccccc2O1 (centres undefined)	1.5	-4.9	-11.8	4.5	0.0	-0.6	27.4	3.1
Cc1cc(C)n(Cc2ccccc2Cl)n1	-0.7	-4.8	-3.2	1.1	-1.4	1.2	1.2	1.9
O=C(Nc1ccccc1)Nc1ccccc1C(=O)NCCCN1CCOCC1	-0.1	-4.4	-2.9	-6.0	1.8	-0.7	-100.1	-1.5
O=C(CC(C(=O)O)c1ccc(Cl)cc1Cl)c1ccc(Cl)cc1 (centres undefined)	-0.7	-0.3	13.9	-1.1	20.9	0.0	22.7	4.5
CC(C)c1nnc(SCC(=O)NC2CCCC2)n1C	-1.5	-10.0	11.1	-4.5	-1.0	-0.4	2.0	-8.3
CC1CCCCC1NC(=O)CSc1nc2ccccc2c(=O)n1Cc1ccco1 (centres undefined)	2.4	-9.4	-0.8	8.9	3.4	2.1	17.2	-2.8
CCOC(=O)NC(=O)c1cn(Nc2ccccc2)c(=O)[nH]c1=O	0.3	-5.4	-0.7	-5.5	-2.6	0.9	25.8	1.5

Sorted by the number under SENP7 block (largest number first): three from the list above.
SMILES | SENP7 block
O=C(NCc1ccc2c(c1)OCO2)C1COc2ccccc2O1 (centres undefined) | 3.1
Cc1cc(C)n(Cc2ccccc2Cl)n1 | 1.9
CC(C)c1nnc(SCC(=O)NC2CCCC2)n1C | -8.3

(listing goes on)
SMILES	MPTP inh	PfGluPho inh	ATG4B inhibitor	HKDC1 inh	SENP6 inh	NR3A LBD binder	SENP8 block	SENP7 block
CN(C)CC(CCC(CN(C)C)C(=O)c1ccccc1)C(=O)c1ccccc1 (centres undefined)	-1.0	20.0	-21.8	4.8	x	-0.6	38.5	x
CCOC(=O)Nc1cc(Br)c2c(c1)OCCO2	0.3	-7.0	0.8	-7.4	36.4	0.5	2.6	9.1
CCOC(=O)CSc1nc(C)c2ccccc2n1	-2.0	-11.0	-16.3	-8.4	-8.9	3.7	0.9	2.5
CCc1ccccc1N/C(=N\S(=O)(=O)c1ccccc1)C(F)(F)F	3.6	-20.4	5.8	11.5	-4.4	-0.5	18.4	-4.0
COc1ccc(NC(=O)N(CCCN(C)C)Cc2cc3cc(OC)ccc3[nH]c2=O)cc1	0.1	-9.7	-5.3	-8.1	-6.7	-1.5	-152.4	2.7
O=C(CCC(=O)OCC(=O)c1ccccc1)Nc1cccc(Cl)c1	-0.1	4.3	-3.1	-6.1	-10.0	23.7*	3.6	0.5
CCn1c(SCC(=O)OC(C)C)nnc1-c1ccccc1	1.7	-0.9	0.0	-3.8	-11.7	-0.1	23.5	-3.6
COc1ccccc1N(CC(O)CN1CCCCC1)S(=O)(=O)c1ccc(C)cc1 (centres undefined)	0.1	8.9	-21.7	-7.5	-3.2	3.2	8.9	0.3
CC(C)=CCc1c(O)cc2c(=O)c3ccc(O)cc3oc2c1O	3.1	1.5	-8.3	-1.0	13.8	25.0*	5.1	0.0
O=C(O)CCc1ccc(-c2ccc(F)cc2)n1CC1CCCO1 (centres undefined)	0.2	-9.1	-4.7	2.4	-1.6	-0.5	-223.5	-2.4
Cc1cccc(C)c1NC(=O)CN1C(=O)NC(C)(CCc2ccccc2)C1=O (centres undefined)	-0.3	2.9	-3.9	-13.8	1.4	-1.2	24.4	-7.6
Cc1nc2c3c4c(sc3n3c(SCC(=O)NCc5ccco5)nnc3n2n1)COC(C)(C)C4	-1.3	-2.2	0.0	-2.4	x	-5.8	14.7	x
CCOc1cc(/C=N\Nc2ncc(F)c(N3CCOCC3)n2)ccc1Oc1nc(Cl)ncc1F	2.8	13.8	-10.6	4.7	9.4	-0.6	-37.6	-3.5
COc1ccccc1OCC(=O)NCCCn1ccnc1	-0.4	-6.2	-8.7	-8.9	-3.9	0.7	8.7	-1.5
COCc1cc(C)nc(OCC(=O)N/N=C/c2ccc(O)cc2O)c1C#N	2.6	-35.2	7.6	-33.6	-1.6	4.6	-41.4	4.6
Cn1c(=O)c2ncn(CC(=O)N/N=C/c3ccco3)c2n(C)c1=O	-1.3	-19.3	7.1	1.1	-20.1	-0.7	11.8	0.7
O=C1CC(N(CCc2ccccc2)C(=S)Nc2ccccc2)C(=O)N1c1ccc(Br)cc1 (centres undefined)	24.6	8.5	0.1	6.4	-32.8	29.1*	31.6	-6.4
O=C(COC(=O)CSc1nnc(-c2ccc(Cl)cc2)o1)NCc1ccc2c(c1)OCO2	-2.2	-5.2	-10.4	-1.5	-32.9	-2.8	4.3	-4.1
Cc1ccccc1C(=O)NC(=S)NC1CCS(=O)(=O)C1 (centres undefined)	-0.3	18.7	8.0	-7.2	-7.1	-4.5	2.1	3.6
O=C(c1cccc([N+](=O)[O-])c1)N1CCN(C/C=C/c2ccccc2)CC1	0.7	13.7	-10.3	0.8	-28.9	0.9	23.9	-0.2
C[C@@H]1CN([C@@H](C)CO)C(=O)c2cccc(NC(=O)C3CCCCC3)c2O[C@@H]1CN(C)C(=O)NC1CCCCC1	0.6	-0.6	3.5	-3.5	4.0	-9.9	7.0	6.4
O=C(O)c1ccc2c(=O)n3c(nc2c1)/C(=C/c1cccc(O)c1)CC3	0.3	17.1	-9.2	8.1	-32.0	1.2	-259.0	6.7
COC(=O)c1sc(-c2cccs2)cc1N	3.5	18.6	-1.6	-0.1	2.9	-11.8	-345.3	-5.4
CC1(CCc2ccccc2)NC(=O)N(Cc2cc([N+](=O)[O-])cc3c2OCOC3)C1=O (centres undefined)	-2.1	-16.7	-2.2	-7.8	-2.7	0.3	12.5	2.8
Clc1ccccc1CSC1=NCCCN1	0.2	11.9	-9.2	-1.0	-1.0	-0.6	13.8	0.4
O=C(Nc1nccs1)c1cc(S(=O)(=O)N2CCOCC2)c(Cl)cc1Cl	-1.5	-12.6	-9.4	-5.8	3.8	-2.7	11.1	4.0
O=C(Nc1cccc2ccccc12)/C(=C/c1ccc([N+](=O)[O-])cc1)NC(=O)c1ccccc1	6.3	17.4	-23.5	4.7	7.6	-2.2	12.7	-6.8
COc1ccc(/C(N)=N/OC(=O)CSc2ccc(C)cc2)cc1	0.4	20.7	8.3	5.5	-16.2	-33.7	9.2	0.5
Cc1cc(C)c(C#N)c(Nc2cccc(C)c2C)n1	-0.4	2.7	-5.1	-2.0	-37.5	2.0	-189.6	-0.9
O=C(CSc1nnc(-c2ccc(F)cc2)o1)N1CCCC1	0.3	5.2	4.5	1.2	0.3	0.2	14.9	-10.2

Reformatted: entries from further up
> Clc1ccccc1CSC1=NCCCN1
  MPTP inh: 0.2; PfGluPho inh: 11.9; ATG4B inhibitor: -9.2; HKDC1 inh: -1.0; SENP6 inh: -1.0; NR3A LBD binder: -0.6; SENP8 block: 13.8; SENP7 block: 0.4

> O=C(Nc1nccs1)c1cc(S(=O)(=O)N2CCOCC2)c(Cl)cc1Cl
  MPTP inh: -1.5; PfGluPho inh: -12.6; ATG4B inhibitor: -9.4; HKDC1 inh: -5.8; SENP6 inh: 3.8; NR3A LBD binder: -2.7; SENP8 block: 11.1; SENP7 block: 4.0

2 successive records out of the list so far, for reference:
SMILES	MPTP inh	PfGluPho inh	ATG4B inhibitor	HKDC1 inh	SENP6 inh	NR3A LBD binder	SENP8 block	SENP7 block
O=C(Nc1cccc2ccccc12)/C(=C/c1ccc([N+](=O)[O-])cc1)NC(=O)c1ccccc1	6.3	17.4	-23.5	4.7	7.6	-2.2	12.7	-6.8
COc1ccc(/C(N)=N/OC(=O)CSc2ccc(C)cc2)cc1	0.4	20.7	8.3	5.5	-16.2	-33.7	9.2	0.5

(further entries)
SMILES	MPTP inh	PfGluPho inh	ATG4B inhibitor	HKDC1 inh	SENP6 inh	NR3A LBD binder	SENP8 block	SENP7 block
Cc1ccc(NC(=S)N2CCN(CCN3C(=O)c4cccc5cccc(c45)C3=O)CC2)cc1	3.0	-3.8	4.9	-5.6	4.3	-2.6	7.4	2.3
COc1cccc(-n2c(SCC(=O)O)nnc2-c2cccnc2)c1	0.2	26.5	-6.3	-11.4	2.7	-1.0	9.4	5.3
CCOC(=O)c1nc(C)n(-c2cc(Cl)ccc2Cl)n1	4.2	-1.3	-12.2	-7.6	-17.2	-1.9	13.9	-2.5
Cc1ccc(NC(=O)c2cccc3cccnc23)cc1	-0.9	30.1	-8.7	-1.8	53.7*	-4.5	16.3	27.9

From PubChem
